# CAL-PDZ inh HTS: CAL PDZ (human) peptide binding inhibition | Q9HD26 | purified CAL PDZ, TMR-peptide fluorescence polarization, 1 h | inhibition, % at 24.9 µM | actives 0.92% (n = 300,000) | AID 602252;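 active = mean inhibition of at least 30% with at least half of replicates also reaching 30%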;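 also: 0% = DMSO neutral control and 100% = excess unlabeled competitor peptide PRC23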
# MOR-DOR inv ag: mu-delta opioid heterodimer inverse agonism; inhibition, % at 9.3 µM; cell-based MOR-DOR heterodimer luminescence; P35372+P41143; actives 0.21% (n = 340,000); in the data active = inhibition above about 22%, passing the limit was not always enough;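 also: 0% = cells with DMSO and 100% = wells without cells with DMSO; values of inactives mirror those of a sister screen read the other way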
# V-ATPase pH: alters yeast V-ATPase proton transport. S. cerevisiae, pHLuorin cytosolic pH fluorescence. response, % at 10 µM. actives 0.37% (n = 350,000); in the data active = response mostly above about 7.3%, no sharp cut-off; inactive = mostly below about 5.4%; also: actives read high; inactives centre near 0; some compounds called inactive have numbers as strong as hits; reference of the scale not given here
# RTF Ca sens inh: cardiac RTF calcium desensitization; P19429+P45379; IANBD-labeled cardiac RTF, Ca2+ fluorescence; inhibition, % at 7.15 µM; actives 0.12% (n = 340,000);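 active = inhibition above the mean inhibition of all tested compounds plus 3 SD, cut at about 17% in these data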;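 also: assay run at fixed EC70 calcium of 1.6 mM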
# HTR5A ag ctr: activates human HTR5A in OPRM1-OPRD1 agonist counter-screen; activation, % at 9.3 µM; actives 0.61% (n = 340,000); P47898; AID 504692; HTR5A agonist assay, luminescence, cell-based; in the data active = activation mostly above about 9.5%, no sharp cut-off; inactive = mostly below about 7.6%;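 also: 0% = cells with vehicle only and 100% = reference agonist; strong numbers were not always called active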
# Target sequence (P47898 whole entry, looked up): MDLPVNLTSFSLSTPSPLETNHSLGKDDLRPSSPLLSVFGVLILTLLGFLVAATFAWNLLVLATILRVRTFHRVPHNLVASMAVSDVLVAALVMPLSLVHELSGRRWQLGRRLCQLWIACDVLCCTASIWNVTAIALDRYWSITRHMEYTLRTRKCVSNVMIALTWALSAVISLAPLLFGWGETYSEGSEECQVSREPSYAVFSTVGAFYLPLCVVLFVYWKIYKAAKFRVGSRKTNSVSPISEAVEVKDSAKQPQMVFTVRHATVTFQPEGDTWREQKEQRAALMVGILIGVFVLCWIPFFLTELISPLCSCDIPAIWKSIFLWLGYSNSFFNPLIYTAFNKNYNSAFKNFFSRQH
# MOR-DOR ag: agonists of human mu-delta opioid receptor heterodimerization. activation, % at 9.3 µM. P35372+P41143. cells, OPRM1-OPRD1 heterodimerization, luminescence. AID 504326. actives 0.3% (n = 340,000); in the data active = activation above about 18%;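 also: 0% = vehicle-treated cells and 100% = reference agonist; values of inactives mirror those of a sister screen read the other way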
# C-LANA FP: inhibitors of KSHV LANA C-terminal domain DNA binding | MBP-C-LANA/FAM-LBS DNA binding, fluorescence polarization | inhibition, % at 9 µM | actives 0.078% (n = 340,000) | AID 504423;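 active = highest replicate inhibition at or above 60% at 9 µM, even if other replicates fall short; inactive = all replicates below 60% inhibition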;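 also: 0% = neutral control wells and 100% = 4 µM acridine orange control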
# cardiac RTF act: cardiac RTF calcium sensitization. P19429+P45379. IANBD-labeled TnC RTF fluorescence at EC20 calcium; 0% EC20 calcium, 100% full calcium. activation, % at 7.2 µM. actives 0.24% (n = 340,000). AID 493008;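 active = activation above the mean over all tested compounds plus 3 SD, cut at about 30% in these data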;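 also: rise in fluorescence read as greater calcium sensitivity of cardiac thin filaments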
# HTR5A inv ctr: inverse agonist of human HTR5A in OPRM1-OPRD1 counter-screen | actives 0.083% (n = 340,000) | inhibition, % at 9.3 µM | P47898 | HTR5A cell line, luminescence, inverse agonism; in the data active = inhibition mostly above about 23%, no sharp cut-off; inactive = mostly below about 18%;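 also: 0% = cells with DMSO and 100% = no-cell wells with DMSO; some compounds called inactive have numbers as strong as hits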
# Keap1-Nrf2 PPI: disrupts human Keap1 binding to Nrf2 peptide; Keap1 Kelch-Nrf2 peptide fluorescence polarization, 1536-well; actives 0.15% (n = 340,000); inhibition, % at 9.4 µM; Q14145; in the data active = inhibition above about 12%;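 also: human Keap1 Kelch domain with fluorescein labeled Nrf2 9mer peptide probe; 0% = neutral control wells and 100% = peptide positive control; higher means more block of Keap1 binding to Nrf2 peptide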
# Target sequence (Q14145 whole entry, looked up, the tested form may be a part): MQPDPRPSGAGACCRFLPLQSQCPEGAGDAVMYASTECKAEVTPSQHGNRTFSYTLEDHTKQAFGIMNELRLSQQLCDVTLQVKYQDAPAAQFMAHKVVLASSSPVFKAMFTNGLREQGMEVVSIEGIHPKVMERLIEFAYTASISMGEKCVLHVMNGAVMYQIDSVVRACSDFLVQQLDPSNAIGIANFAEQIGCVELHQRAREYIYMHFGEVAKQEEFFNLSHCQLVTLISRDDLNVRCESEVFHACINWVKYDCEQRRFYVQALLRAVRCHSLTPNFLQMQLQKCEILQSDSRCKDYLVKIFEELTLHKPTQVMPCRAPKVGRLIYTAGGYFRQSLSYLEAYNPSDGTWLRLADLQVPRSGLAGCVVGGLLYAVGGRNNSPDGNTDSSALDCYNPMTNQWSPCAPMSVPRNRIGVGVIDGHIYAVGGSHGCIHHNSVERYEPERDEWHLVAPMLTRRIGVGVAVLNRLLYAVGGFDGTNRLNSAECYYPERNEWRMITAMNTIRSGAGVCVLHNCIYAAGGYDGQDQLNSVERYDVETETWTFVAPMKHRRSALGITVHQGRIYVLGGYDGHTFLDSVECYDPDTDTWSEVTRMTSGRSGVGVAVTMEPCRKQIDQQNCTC
# An asterisk follows results filed as active; · = not tested or not shown. Compounds as they come. Share with any hit: about 2.8%.
SMILES,CAL-PDZ inh HTS,MOR-DOR inv ag,V-ATPase pH,RTF Ca sens inh,HTR5A ag ctr,MOR-DOR ag,C-LANA FP,cardiac RTF act,HTR5A inv ctr,Keap1-Nrf2 PPI
O=S(=O)(c1ccc(N=C2NN=C(c3cc(F)ccc3F)CS2)cc1)N1CCOCC1,-1,·,-1,·,·,·,-0.8,·,·,-3
COc1cc(C2C(C(=O)OC(C)C)=C(C)Nc3ncnn32)cc(OC)c1OC (configuration not stated),3,11,-4,-1,-6,-1.9,-0.1,1,7,0
Cc1ccc2nc(N3CCN(C(=O)c4cccs4)CC3)c(C#N)cc2c1,1,-10,-1,-4,2,1.7,-0.7,1,4,5
O=S(=O)(c1ccc2ccccc2c1)N1CCN(S(=O)(=O)N2CCCCC2)CC1,-5,14,0,2,2,-2.7,0.2,-6,-7,-8
Nc1ccc2oc(C3CCCCC3)nc2c1,-3,15,-4,-4,2,-3.2,-2.0,0,-5,-2
COc1ccccc1C(c1nnnn1Cc1ccco1)N1CCN(c2cccc(C)c2C)CC1 (configuration not stated),4,-2,1,3,-9,0.3,-0.4,-8,7,2
COc1ccc(OCc2nn3c(-c4cccc(OC)c4)nnc3s2)cc1,-6,4,3,-8,6,-0.6,-0.4,1,-19,-2
COC(=O)CC(C(=O)Nc1cc(C(=O)OC)cc(C(=O)OC)c1)N1CCN(C)CC1 (configuration not stated),·,-5,-1,-3,8,0.9,-1.0,5,-17,-1
CC1CCN(S(=O)(=O)c2ccc3c(c2)CCN3C(=O)C2CCC2)CC1,·,11,4,-2,-1,-2.1,0.1,9,-9,-5
Cc1ccc(NC(=O)CCCOc2ccccc2)cc1S(=O)(=O)N1CCOCC1,·,-6,3,-3,3,1.1,-1.2,-8,-11,-5

# Sorted by molecular weight (highest first): 9 of the compounds above
SMILES,CAL-PDZ inh HTS,MOR-DOR inv ag,V-ATPase pH,RTF Ca sens inh,HTR5A ag ctr,MOR-DOR ag,C-LANA FP,cardiac RTF act,HTR5A inv ctr,Keap1-Nrf2 PPI
COc1ccccc1C(c1nnnn1Cc1ccco1)N1CCN(c2cccc(C)c2C)CC1 (configuration not stated),4,-2,1,3,-9,0.3,-0.4,-8,7,2
O=S(=O)(c1ccc(N=C2NN=C(c3cc(F)ccc3F)CS2)cc1)N1CCOCC1,-1,·,-1,·,·,·,-0.8,·,·,-3
O=S(=O)(c1ccc2ccccc2c1)N1CCN(S(=O)(=O)N2CCCCC2)CC1,-5,14,0,2,2,-2.7,0.2,-6,-7,-8
COC(=O)CC(C(=O)Nc1cc(C(=O)OC)cc(C(=O)OC)c1)N1CCN(C)CC1 (configuration not stated),·,-5,-1,-3,8,0.9,-1.0,5,-17,-1
Cc1ccc(NC(=O)CCCOc2ccccc2)cc1S(=O)(=O)N1CCOCC1,·,-6,3,-3,3,1.1,-1.2,-8,-11,-5
COc1cc(C2C(C(=O)OC(C)C)=C(C)Nc3ncnn32)cc(OC)c1OC (configuration not stated),3,11,-4,-1,-6,-1.9,-0.1,1,7,0
COc1ccc(OCc2nn3c(-c4cccc(OC)c4)nnc3s2)cc1,-6,4,3,-8,6,-0.6,-0.4,1,-19,-2
Cc1ccc2nc(N3CCN(C(=O)c4cccs4)CC3)c(C#N)cc2c1,1,-10,-1,-4,2,1.7,-0.7,1,4,5
Nc1ccc2oc(C3CCCCC3)nc2c1,-3,15,-4,-4,2,-3.2,-2.0,0,-5,-2

# Next results follow.
SMILES,CAL-PDZ inh HTS,MOR-DOR inv ag,V-ATPase pH,RTF Ca sens inh,HTR5A ag ctr,MOR-DOR ag,C-LANA FP,cardiac RTF act,HTR5A inv ctr,Keap1-Nrf2 PPI
Cc1cc(Br)c2[nH]c3c(c2c1)CCCC3=O,-4,3,2,3,-2,-0.7,-1.3,-4,5,2
FC(F)(F)c1ccc(N=Cc2sc(N3CCOCC3)nc2-c2ccccc2)cc1,-4,-11,-3,-13,-2,1.6,0.8,0,5,-7
COc1cc(N)c(Cl)cc1C(=O)OCC(=O)NC(=O)NCc1ccco1,5,10,-2,1,0,-1.9,1.2,-4,0,-5
O=C(/C=C/c1ccc([N+](=O)[O-])cc1)NCc1cccnc1,-5,9,2,-4,-11,-1.8,0.4,2,25,-5
O=C(CCC(=O)c1ccc(F)cc1)Nc1cccc(C(F)(F)F)c1,-2,-49,2,-10,4,6.8,0.2,-7,-12,-1
COC(=O)CSc1nnc(C)n1-c1cccc(C#N)c1,-1,2,-1,-8,-1,-0.3,-1.8,5,2,-1
CC1CCCc2sc3nc(NCc4ccco4)n4ncnc4c3c21 (configuration not stated),-5,-11,1,2,3,1.9,-0.2,0,-7,-7
Cc1ccccc1OCC(=O)Nc1cccc(N(C)S(C)(=O)=O)c1,-3,-22,3,-4,-5,3.5,3.0,7,12,-3
CC(C)OCC(O)CS(=O)(=O)Cc1ccccc1 (configuration not stated),-2,8,-2,0,6,-1.4,1.5,6,-20,-7
CCNC(=O)CC1C(=O)N(c2ccc(F)cc2)C(=S)N1CCc1ccncc1 (configuration not stated),2,17,-3,-1,1,-3.7,1.7,-1,-3,-1
Cn1nnnc1Sc1ncnc2scc(-c3cccc(Br)c3)c12,-2,19,3,-4,0,-3.3,-0.1,9,24,3
N#Cc1nc(-c2ccccc2Cl)oc1N1CCN(C(=O)c2ccco2)CC1,-2,-3,0,-2,-2,0.7,0.2,4,4,0
C=CCSc1nnc(-c2c[nH]c3ccccc23)n1CC,0,2,1,-4,2,-0.3,0.5,2,0,-6
O=C(CN1C(=O)c2cccc3cccc1c23)NCc1ccc2c(c1)OCO2,·,3,3,-6,1,-0.5,-0.1,-1,-10,4
O=[N+]([O-])c1ccc(N/N=C\c2cccnc2)nc1,-4,10,1,1,0,-1.9,0.3,2,-19,-2
Cn1cccc1C(=O)NNC(=O)COc1ccccc1F,1,6,1,-6,4,-1.2,1.3,-1,-9,1
CC(Sc1nccn1C)C(=O)c1ccc(Br)cc1 (configuration not stated),-5,19,0,2,3,-3.0,-0.1,-3,-9,-7
CCCCn1c(NCc2ccccc2NS(=O)(=O)c2ccc(C)cc2)nc2ccccc21,·,2,0,4,-6,-0.6,-1.2,-2,-5,-1
COc1ccc(NC(=O)CN(C)CC(=O)Nc2cccc(S(=O)(=O)N(C)c3ccccc3)c2)cc1,0,-12,4,-8,5,2.7,0.1,2,-7,-8
CCOc1ccccc1N1CCN(c2nc3ccccc3nc2C(C#N)C(=O)OC)CC1 (configuration not stated),·,-8,-2,-4,6,1.8,-0.2,2,-5,-1
C=CCn1c(SCC(=O)Nc2ccc(F)cc2F)nc2c([nH]c3ccccc32)c1=O,1,17,2,-8,-6,-3.2,-0.8,2,13,1
Cc1ccc(S(=O)(=O)N(CC(=O)N=Nc2c(O)[nH]c3ccccc23)c2cccc(C)c2)cc1,-3,-19,-1,-1,-5,3.6,-0.5,4,16,-6
CCCCCSc1nncc(=O)[nH]1,·,-4,2,-1,-1,0.8,-0.9,-3,-22,-6
c1c[nH]c(CN2CCN(Cc3ncc[nH]3)CC2)n1,0,11,-1,-2,0,-2.1,0.7,-2,-1,-8
COc1ccc(C(=O)NCc2ccco2)cc1S(=O)(=O)N1CCOCC1,-9,8,1,-5,2,-1.2,0.8,3,1,-3
Nc1ncnc2nc(SCCN3CCCCC3)[nH]c12,-4,5,0,3,-2,-0.9,-0.4,-7,5,0
CCCN1C(=O)/C(=C/c2cc(C)n(C)c2C)SC1=Nc1ccc(OC)cc1,9,4,-6,-4,5,-0.6,-0.3,1,-12,-5
COCCN(C(=O)COC(=O)CCCOc1ccc(OC)cc1)c1c(N)n(Cc2ccccc2)c(=O)[nH]c1=O,1,6,2,5,5,-0.9,0.2,-5,-14,-6
CCN(CC(=O)Nc1ccccc1C(F)(F)F)C(=O)C1CCN(C(=O)Nc2ccccc2)CC1,·,9,-4,-1,1,-2.4,-0.3,0,-14,-2
CC(C)OCCCNC(=O)c1ccc(CN2CCc3ccccc3C2)cc1,-3,-32,1,-11,-1,6.7,-0.2,4,4,-2
Cc1c(O)ccc2cc(S(=O)(=O)c3ccccc3)c(=O)oc12,-5,-3,0,-10,3,0.6,9.0,6,-13,3
CC(C)C[C@@H]1NC(=O)N(CCN2CCOCC2)C1=O,1,17,3,-1,-4,-3.7,-2.1,-3,-14,0
COc1ccc(-c2cc(C(=O)NCC3CCCO3)on2)cc1OC (configuration not stated),-8,-2,-2,-10,-3,0.4,0.5,-1,10,-6
COc1ccc(-n2ccnc2SCC(=O)NC2CCCC2)cc1,-20,1,-2,-5,-4,-0.2,-0.5,4,10,3
C=CCN=C1CC(C)(C)C(C(=O)OC)C(O)=C1C(=O)CCC (configuration not stated),·,3,-3,-4,1,-0.6,0.7,1,-1,-6
CCN(C(=O)COC(=O)c1cc(S(=O)(=O)N2CCc3ccccc32)ccc1OC)C1CCS(=O)(=O)C1 (configuration not stated),-4,-1,4,-4,0,0.1,-1.3,-1,0,2
Cc1ccc(NC(=O)CCN2CCOCC2)cc1C,2,9,0,-4,1,-1.8,-4.1,-3,-3,-5
Cc1ccc(C(=O)N/C(=C\c2ccco2)C(=O)NCC2CCCO2)cc1C (configuration not stated),-5,15,8,3,2,-2.6,0.5,-1,-5,-4
COC(=O)c1ccc(COC(=O)c2cccn2C)o1,-3,3,-5,-5,1,-0.5,-1.4,7,-2,-5
CCN(CC)CCN(C(=O)C1=COCCO1)c1nc2cc(C)cc(C)c2s1,-2,-18,-1,-10,0,3.3,1.3,1,0,2
Cc1ccc(CCNC(=O)C2CCN(c3nn4c(=O)cc(C)nc4s3)CC2)cc1,0,4,6,10,1,-0.8,-1.4,-2,-5,3
Cc1cc(C)c2c(c1)-c1c(ssc1=S)C(C)(C)N2C(=O)CN1C(=O)c2ccccc2C1=O,-2,25,-3,-6,-1,-4.9,1.4,-14,11,-5
C/C=C/c1ccc(OCC(=O)N(C)CC(=O)Nc2ccc(F)cc2)c(OC)c1,0,-7,-2,1,1,1.3,-0.5,2,-3,-5
COc1ccccc1CNCC(=O)Nc1ccc(C#N)cc1,-1,9,-3,-8,-1,-1.9,-1.4,-7,4,-3
CC(=O)N1CCc2cc(S(=O)(=O)NCCC(=O)Nc3cccc(C)c3C)ccc21,3,3,-3,-15,2,-0.5,-0.1,0,-4,-1
N#CC(c1ccc(F)cc1)c1ccc(C(=O)c2ccccc2)cc1 (configuration not stated),-1,-3,-1,-1,3,0.5,-2.1,4,0,-4
O=C(NCC1CCCO1)C1CCCN(S(=O)(=O)c2cccc(C(F)(F)F)c2)C1 (configuration not stated),-4,-3,3,-18,1,0.4,-1.5,3,-12,-5
COc1ccc(/C=C/C(=O)NCCc2ccc(S(N)(=O)=O)cc2)cc1,5,2,0,-16,3,-0.4,0.6,4,-10,0
